# Screens from PubChem BioAssay.
# BaF3 tox: counter-screen for JAK2V617F inhibitors: parental Ba/F3 viability inhibitors. CellTiter-Glo ATP luminescence. inhibition, % at 5.6 µM. hit rate 1.1% among 220,000;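 active = inhibition above a per-campaign cutoff, the mean inhibition of all tested compounds plus 3 SD, cut at about 27% in these data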;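 note: 0% = DMSO wells and 100% = JAK Inhibitor I control wells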
# NPY-Y2 PAM-ag: potentiates or activates human NPY-Y2 receptor. P49146. cells expressing NPY-Y2, potentiator/agonist read-out. activation, % at 3.6 µM. hit rate 0.45% among 220,000. AID 1359; in the data active = activation above about 27%;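 note: cells stimulated with NPY near EC25 plus isoproterenol at EC100; 0% = vehicle plus submaximal agonist and 100% = vehicle plus saturating agonist; some results beyond the cut were filed as inactive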
# Target sequence (P49146 whole entry, looked up): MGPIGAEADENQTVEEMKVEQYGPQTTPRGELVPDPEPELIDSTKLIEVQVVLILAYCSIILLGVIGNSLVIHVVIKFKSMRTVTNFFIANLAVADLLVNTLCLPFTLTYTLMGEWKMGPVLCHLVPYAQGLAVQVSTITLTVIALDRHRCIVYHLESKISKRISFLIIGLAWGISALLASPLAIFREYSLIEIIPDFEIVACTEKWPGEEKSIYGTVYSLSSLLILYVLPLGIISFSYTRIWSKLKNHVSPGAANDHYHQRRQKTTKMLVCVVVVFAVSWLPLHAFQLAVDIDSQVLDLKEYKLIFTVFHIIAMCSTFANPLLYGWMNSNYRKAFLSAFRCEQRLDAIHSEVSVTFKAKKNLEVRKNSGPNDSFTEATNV
# S1P4 antagonist: blocks the human S1P4 receptor | O95977 | S1P4-expressing cells, antagonist mode, reporter read-out | inhibition, % at 4.98 µM | hit rate 0.26% among 220,000 | AID 1510; in the data active = inhibition above about 29%;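 note: 0% = wells stimulated with agonist and 100% = vehicle wells without agonist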
# NPY-Y1 PAM-ag: human NPY-Y1 potentiation or agonism, primary screen; NPY-Y1 expressing cells, potentiator/agonist activation; hit rate 0.37% among 220,000; P25929; activation, % at 3.6 µM; AID 1304; in the data active = activation above about 33%, passing the limit was not always enough;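 note: cells stimulated with NPY at EC10 then isoproterenol at EC100; 0% = low agonist plus stimulus and 100% = saturating agonist plus stimulus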
# Target sequence (P25929 whole entry, looked up): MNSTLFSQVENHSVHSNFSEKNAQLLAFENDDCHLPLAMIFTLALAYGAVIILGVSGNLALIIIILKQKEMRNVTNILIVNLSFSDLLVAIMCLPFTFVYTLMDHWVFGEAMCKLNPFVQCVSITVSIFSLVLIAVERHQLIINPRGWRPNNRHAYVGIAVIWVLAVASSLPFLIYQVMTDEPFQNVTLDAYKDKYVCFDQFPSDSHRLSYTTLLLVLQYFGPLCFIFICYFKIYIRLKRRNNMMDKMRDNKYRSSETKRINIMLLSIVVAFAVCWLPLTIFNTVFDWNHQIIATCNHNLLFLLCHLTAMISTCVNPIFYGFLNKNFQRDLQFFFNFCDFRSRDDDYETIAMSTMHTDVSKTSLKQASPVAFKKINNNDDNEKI
# RBBP9 inh: inhibitors of human serine hydrolase RBBP9. O75884. recombinant RBBP9, FP-Rh probe fluorescence polarization. inhibition, % at 7.94 µM. hit rate 0.2% among 220,000;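 active = inhibition above the campaign mean of all tested compounds plus 3 SD, cut at about 14% in these data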;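 note: plate controls were DMSO wells with RBBP9 for no effect and wells lacking RBBP9 protein for full effect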
# Target sequence (O75884 whole entry, looked up): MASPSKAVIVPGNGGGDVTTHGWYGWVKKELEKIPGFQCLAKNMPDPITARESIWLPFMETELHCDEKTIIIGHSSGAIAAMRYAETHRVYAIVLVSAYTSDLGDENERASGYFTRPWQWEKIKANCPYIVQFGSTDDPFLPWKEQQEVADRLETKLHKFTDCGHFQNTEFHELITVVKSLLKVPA
#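 system = RBBP9 protein | input = RBBP9 at 2.5 µM in dispensed solution, before mixing | measured by = fluorescence polarization (mP), excitation 525 nm, emission 598 nm | incubation = enzyme-compound preincubation 30 min, then probe labeling 45 min, 25 °C | buffer or medium = Tris-NaCl-Pluronic buffer, pH 8.0 | compound = single dose 7.94 µM | also added = FP-Rh probe, 375 nM dispensing solution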
# Runt-CBFb FRET: blocks binding of human RUNX1 Runt domain to CBFb; Q01196+Q13951; Cerulean-Runt/Venus-CBFb FRET ratio 530/480, 1 h; inhibition, % at 20 µM; hit rate 0.46% among 220,000; AID 1496;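 active = inhibition over about 50% at 20 µM in the single-dose screen, limit read from the data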;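 note: 0% = DMSO wells and 100% = excess unlabeled CBFb competitor control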
#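 Assay system: Cerulean-Runt domain / Medium: Tris 50 mM pH 7.5, KCl, K2SO4, 0.01% BSA / Timing: protein complex preformed 1 h, compound exposure 1 h, room temperature, dark / Measured by: FRET, excitation 422 nm, emission at 530 and 480 nm / Evaluation: loss of energy transfer signal / Control set: 5 µM unlabeled CBFb as full-inhibition high control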
# NPY Y1 blocker: antagonists of human neuropeptide Y receptor Y1; P25929; HEK293-CNG Y1 cells, membrane potential fluorescence; NPY at EC95, then isoproterenol; inhibition, % at 3.6 µM; hit rate 1% among 200,000; AID 1040;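 active = inhibition above the campaign mean inhibition of all tested compounds plus 3 SD, cut at about 20% in these data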;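 note: 0% = DMSO wells given NPY plus isoproterenol and 100% = isoproterenol alone without NPY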
#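 Assay system: HEK293 cells with Y1 receptor plus CNG channel | Probe or stimulus: NPY (25 nM), isoproterenol (1 µM), Ro 20-1724 (25 µM) | Timing: Compound incubation 1 h at room temperature, readout 45 min post-stimulation | Measured by: Membrane-potential fluorescent dye readout | Benchmarks: High control isoproterenol alone, low control NPY with isoproterenol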
# S1P4 agonist: agonists of human S1P4 receptor; O95977; S1P4-expressing cell line, agonist reporter assay; activation, % at 4.98 µM; hit rate 0.35% among 220,000; in the data active = activation above about 11%;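 note: 0% = DMSO vehicle and 100% = reference agonist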
# Ba/F3 V617F tox: lowers viability of Ba/F3 cells expressing EpoR and JAK2V617F | ATP luminescence | inhibition, % at 5.6 µM | hit rate 1.1% among 220,000 | AID 1446;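 active = inhibition above the campaign mean plus 3 SD over all tested compounds, cut at about 24% in these data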;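 note: cytokine-independent growth of Ba/F3 cells driven by EpoR plus mutant JAK2; 0% = DMSO-treated cells and 100% = JAK inhibitor I control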
# Active calls of the source: *; nt = not tested or not shown.
# Values run as follows: BaF3 tox	NPY-Y2 PAM-ag	S1P4 antagonist	NPY-Y1 PAM-ag	RBBP9 inh	Runt-CBFb FRET	NPY Y1 blocker	S1P4 agonist	Ba/F3 V617F tox
Cc1cc(NC(=O)c2cc(-c3ccco3)on2)nn1Cc1ccc(Cl)cc1
 : 5	9	-25	-11	-5	-2	-2	-1.5	-3
CC(=O)c1cc(-c2ccccc2)n(CC(=O)N2CCCC2)c1C
 : 5	5	-1	2	0	1	-3	-0.3	-2
Cc1cccc(-c2c3c(=O)n(C)c(=O)n(C)c3cn2C(C)(C)C)c1
 : 2	5	-8	2	-5	-3	0	-1.6	-2
Cc1ccc(Cn2c([N+](=O)[O-])cnc2C)cc1
 : 7	-8	2	-3	0	-1	-5	0.4	1
CC1CCN(S(=O)(=O)c2ccc(NC(=O)CN3CCCC(C)C3)cc2)CC1 (configuration not stated)
 : 5	-11	-8	7	-4	-2	-3	-1.3	4
CCN(CCn1cccn1)C(=O)CCc1nnc(-c2ccccc2)o1
 : 6	-12	-3	1	-2	2	1	-0.9	0
O=[N+]([O-])c1ccc(Sc2n[nH]c(-c3ccco3)n2)nc1
 : 7	-6	-4	1	-1	0	5	0.0	0
COc1cccc(NC(=O)c2nn(-c3ccc(OC)cc3OC)c(=O)c3ccccc23)c1
 : 4	-1	-9	-1	-6	nt	-3	-1.1	4
COc1ccc(/C=C/C(=O)c2cc(Br)ccc2OC(=O)c2ccco2)cc1OC
 : 5	-15	11	-48	-7	-6	17	1.1	4
Cc1ccc(NC(=O)N2CCC(C(=O)NCC(C)C)CC2)cc1
 : 8	-11	-5	8	-6	-1	-1	0.5	4
O=C(Cn1ccc([N+](=O)[O-])n1)NCc1cccs1
 : 11	9	3	-10	2	-3	4	-1.3	3
Cc1nc2ccc(S(=O)(=O)Nc3ccc(-c4nc5cccnc5s4)cc3)cc2s1
 : 1	1	-6	-3	-8	74*	3	2.0	1
Cc1[nH]n(C(N)=S)c(=O)c1N=Nc1ccc(S(=O)(=O)N2CCCCCC2)cc1
 : 6	-11	-15	-17	-3	-4	12	2.2	1
Cc1ccc2[nH]c(=O)c(CN(CCCN(C)C)C(=O)Nc3ccc(Cl)cc3)cc2c1
 : 7	11	-14	-18	-8	1	12	2.0	1
CCCOc1ccc(C(=O)NNC(=S)NC(C)=O)cc1
 : 4	-3	0	-10	2	nt	-2	1.9	3
Cn1nc(C(F)(F)F)c(C(=O)Nc2cccc(C(F)(F)F)c2)c1SCc1ccc(Cl)cc1
 : 4	7	-8	-10	-25	-1	11	1.9	0
Cc1nccn1-c1cc(C(C)(C)C)nc2c(-c3ccccc3)cnn12
 : 2	3	-34	2	-3	-10	2	-0.8	-2
Cn1nc(-c2ccccc2)c(C(=O)Nc2ccc(C(F)(F)F)cc2)c1Cl
 : -1	-23	-8	-20	-5	1	1	-1.4	-1
Cc1ccc(-n2c(Cn3c(C)nc4ccccc43)n[nH]c2=S)cc1
 : 7	12	-15	9	3	13	10	0.0	-2
O=c1c2ccccc2n(Cc2ccc(Cl)cc2)c(=O)n1Cc1ccco1
 : 9	-4	-7	-9	-8	8	4	-0.1	2
CCOc1cc(/C=C(\CC(=O)O)c2nc3ccccc3s2)ccc1OC
 : 41*	-41	-24	-34	-3	18	16	0.5	9
CCOCC(=O)N1CCc2ccccc21
 : 2	7	-12	-12	0	-2	0	-1.6	-5
COc1nc(-c2ccccc2)cc(-c2ccc(OC)c(OC)c2)n1
 : -2	-20	-33	-22	-13	0	2	1.0	-2
CCc1ccc(OCC(=O)Nc2ncc3c(n2)CC(C)(C)CC3=O)cc1
 : 10	-16	-7	0	-8	0	-1	0.5	-1
COc1ccc(CNC(=O)CC2C(=O)NCCN2CC(C)(C)C)c(OC)c1 (configuration not stated)
 : 3	-5	-12	3	-4	-1	3	1.3	-6
O=C(Nc1nc2n(n1)C(c1ccc(Cl)cc1)CC(c1ccc(Cl)cc1)N2)c1ccco1 (configuration not stated)
 : 0	9	-12	-2	-3	-2	-7	-0.3	-2
Cc1cccc(OCCSCc2nc3ccccc3[nH]2)c1
 : 10	-7	-9	-25	-7	-2	2	0.0	1
O=C(CC1NCCNC1=O)OCCCc1ccccc1 (configuration not stated)
 : 6	-2	0	5	-5	1	2	0.8	6
O=C(CSc1ccc(-c2ccco2)nn1)NCc1ccc(F)cc1
 : 5	11	-11	-9	-3	21	2	-1.3	-3
Cn1c2ccccc2c2c(C(=O)N3CCN(c4ccccn4)CC3)cn(C3CCCC3)c(=O)c21
 : 12	-6	-10	4	-3	-2	-4	1.9	2
CCCn1c(SCC(=O)N2N=C3/C(=C/c4ccc(OC)cc4)CCCC3C2c2ccc(OC)cc2)n[nH]c1=O (configuration not stated)
 : 3	0	-16	-17	-11	-8	7	0.4	-2
CCCCN(CC)C(=O)CSc1cc(=O)n(C)c2ccccc12
 : 4	2	-23	0	-4	0	2	1.2	-1
Clc1nnc(N2CCCCC2)c2ccccc12
 : 6	6	-3	5	1	nt	7	1.9	-2
CCN1CCN(C(=O)c2ccc(-c3nc4ccccc4s3)s2)CC1
 : 6	-3	-10	-28	-7	0	4	1.7	3
CCCCCCCCn1c2c(c(=N)c3c1CCC3)CCCC2
 : 88*	-4	-20	-49	-5	1	81*	0.4	101*
COC(=O)c1cc2sccc2n1CC(=O)N1CCCc2ccccc21
 : 2	0	4	-2	-6	2	-1	-2.3	2
Cc1ccn2cc(C(=O)Nc3nnc(C)s3)nc2c1
 : 4	-3	-8	11	-2	0	-1	-1.1	-1
CCOC(=O)c1ccccc1OCc1cc(/C=N/n2cncn2)ccc1OC
 : 6	-12	-4	-23	-4	2	1	1.1	2
CC[n+]1c(C)sc2c(C)cc(C)cc21
 : 1	-10	5	7	-6	2	1	-2.1	0
Nc1c(C(=O)NC2CCCC2)sc2nc(-c3cccs3)ccc12
 : 3	0	-33	-2	-4	19	-9	-4.1	-2
COCCn1c(-c2ccco2)csc1=Nc1cccnc1
 : 1	2	5	6	-8	9	2	-1.7	-5
CC1CC(C)CN(c2ncnc3c2cnn3-c2ccc(Cl)cc2)C1 (configuration not stated)
 : 1	12	-1	-9	2	nt	3	-1.6	-4
COc1ccc(-c2ccc(Nc3ccc(S(=O)(=O)N4CCCC4)cc3)nn2)cc1OC
 : 4	-17	-23	-1	-8	-1	-2	2.1	6
CCN(CC)S(=O)(=O)c1ccc(S(=O)(=O)N(CC(=O)Nc2ccccc2)CC2CCCO2)cc1 (configuration not stated)
 : -2	-4	7	-19	1	nt	-4	-0.5	-3
Cc1ccccc1OCc1nc(-c2ccc(NC(=O)c3ccco3)cc2)no1
 : 10	-34	-2	-45	-10	-3	-1	-0.3	6
COc1cc(OC)c(OC)cc1CN1CCN(S(=O)(=O)c2ccc(NC(C)=O)cc2)CC1
 : 3	-1	-12	2	1	-1	1	-2.1	-2
C=C(C)C1CC=C(C)/C(=N\NC(=O)CCC(=O)Nc2ccc(C)c(C)c2)C1 (configuration not stated)
 : 0	-27	4	-15	-6	-1	nt	-2.3	5
CNc1ncc(C(=O)c2ccc(Br)cc2)s1
 : 6	11	-2	1	-4	2	6	0.1	1
O=C(N/N=C\c1ccc(COc2ccc([N+](=O)[O-])cc2)o1)c1cccc(Cl)c1
 : -2	1	-25	-11	5	3	-2	-1.2	-6
CCn1c2ccccc2c2nn(C)c(=N)nc21
 : 4	16	-7	0	-9	-1	-4	-1.9	-2

# Following part.
# Values run as follows: BaF3 tox	NPY-Y2 PAM-ag	S1P4 antagonist	NPY-Y1 PAM-ag	RBBP9 inh	Runt-CBFb FRET	NPY Y1 blocker	S1P4 agonist	Ba/F3 V617F tox
Cc1ccc(/C=C(\C#N)c2nc3ccccc3[nH]2)s1
 : 5	-22	-19	-23	-5	-4	8	-3.1	3
CC(=O)Nc1ccc(N/C(N)=N/c2nc(C)cc(C)n2)cc1
 : 7	11	2	17	-2	0	-1	0.0	0
CCCCNC(=O)COC(=O)c1ccc(N(C)C)cc1
 : 4	-1	-10	-5	-5	0	1	-0.6	-2
COc1ccc(S(=O)(=O)O/N=C2\CCCc3ccccc32)cc1
 : 3	-1	-1	-3	-3	1	2	1.2	-1
O=C(Cc1cccc2ccccc12)Nc1ccccc1C(=O)O
 : 3	-11	11	-11	3	-1	6	1.2	0
O=C(NCCO)c1nc2ccccc2s1
 : 3	-13	-15	3	-12	0	0	1.2	1
Cc1ccc(NNS(=O)(=O)c2ccc(C)cc2)cc1
 : 2	-10	-2	-12	5	nt	4	3.2	2
Cc1cc(-c2ccco2)n(CC(=O)NCCCc2ccccc2)n1
 : 2	2	6	0	2	0	3	-0.1	-1
CC(=O)Nc1ccc(C(=O)OCc2ccc(Br)cc2)cc1
 : 1	10	-6	5	-8	-4	-8	-0.4	0
CCOC(=O)C1CCN(c2cc(C)nc3ccc(OC)cc23)CC1
 : -1	-9	-27	0	-8	-2	13	2.0	-3
Cc1cccc(OCCNC(=O)c2ccc(Oc3ccc(C(F)(F)F)cc3[N+](=O)[O-])cc2)c1
 : 1	-27	-8	-41	-15	-1	22*	-0.2	1
Cc1ccc(C2=NNC(=Nc3ccc(F)cc3)SC2)cc1
 : 0	18	7	10	-8	37	2	0.1	-5
Cc1c(NC(=O)C(C)OC(=O)c2ccc([N+](=O)[O-])s2)c(=O)n(-c2ccccc2)n1C (configuration not stated)
 : 0	8	-7	10	-2	-1	8	8.3	-4
O=C(Nc1ccc2oc(-c3ccncc3)nc2c1)c1ccc2c(c1)OCO2
 : 1	3	-17	-2	-10	0	nt	1.1	1
CSc1cccc(NC(=O)CCNC(=O)c2ccco2)c1
 : 6	6	-15	11	-7	-2	-3	-1.3	2
C=CCC1c2cccc(C(=O)O)c2C(=O)N1c1cccc(C)c1 (configuration not stated)
 : 3	-3	-19	0	0	0	-2	1.3	0
COc1cccc(N2CCN(CC(=O)C34CC5CC(CC(C5)C3)C4)CC2)c1
 : 5	13	-2	24	1	3	1	-0.3	0
CCCNC(=O)CCn1nc(-c2ccc(Cl)cc2)c2ccccc2c1=O
 : 4	-15	13	-19	-12	-2	nt	0.4	5
CCN(CC)CC#CCC(O)(c1ccccc1)c1ccccc1
 : 7	-15	2	-3	-7	1	6	0.7	-1
CCOC(=O)C(=O)Nc1nnc(COc2ccccc2)s1
 : 0	-5	-5	2	1	-1	3	0.1	1
COC(=O)c1cc(NC(=O)C2COc3ccccc3O2)ccc1Cl (configuration not stated)
 : -1	-5	-3	-41	-1	0	0	-0.1	-2
O=C(NCc1cccnc1)C(=O)Nc1nc(C23CC4CC(CC(C4)C2)C3)cs1
 : -6	-10	6	-7	-6	-3	nt	0.5	0
Cc1cc(C(=O)N2CCOCC2)ccc1[N+](=O)[O-]
 : 2	-4	-3	9	-11	2	4	-0.7	-4
